Pf Dd2 inh = blocks growth of Plasmodium falciparum Dd2 parasites. P. falciparum Dd2 growth, SYBR Green, 72 h; stronger effect = lower value. activity change, % at 10 µM. 94,000 tested, 2.3% active; in the data active means activity change below about -80%; inconclusive means no clear call, values can overlap the other calls
GASC1 inh = inhibitors of human demethylase GASC-1 KDM4C. GST-KDM4C 2-372, H3K9me3 peptide, LANCE TR-FRET. 96,000 tested, 0.15% active. AID 720574. inhibition, % at 12.5 µM;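 active means mean replicate inhibition above about 25%, with at least 55% of replicates also reaching it, limit read from the data, passing the limit was not always enough; inconclusive means only one of those two conditions met; inactive means neither condition met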
Target sequence (Q9H3R0 2-372 limits assumed): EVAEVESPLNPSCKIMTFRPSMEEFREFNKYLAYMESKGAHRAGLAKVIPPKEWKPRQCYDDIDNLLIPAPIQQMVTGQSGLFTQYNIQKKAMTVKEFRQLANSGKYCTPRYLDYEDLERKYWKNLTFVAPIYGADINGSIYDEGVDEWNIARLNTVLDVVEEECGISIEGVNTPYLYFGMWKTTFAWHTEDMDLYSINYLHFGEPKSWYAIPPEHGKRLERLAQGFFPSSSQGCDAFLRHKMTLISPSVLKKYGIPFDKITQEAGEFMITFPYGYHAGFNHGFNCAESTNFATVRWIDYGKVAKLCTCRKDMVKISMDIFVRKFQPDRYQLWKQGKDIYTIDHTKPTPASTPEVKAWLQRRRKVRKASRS
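System: N-terminal GST-fused human GASC-1 (KDM4C) fragment, residues 2-372; amount: enzyme final amount 10 nM; incubation: reaction 30 min RT, detection step 1 h RT; medium: HEPES buffer, pH 7.5, plus ascorbate; technique: LANCE TR-FRET, Eu antibody, ULight-streptavidin, EDTA, ex 340 nm, em 618/671 nm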
C diff HTS = blocks growth of Clostridium difficile; Clostridium difficile clinical isolate growth, OD600, 24 h; stronger effect = lower value; growth activity, negative = inhibition, % at 16 µg/mL (by protocol); 86,000 tested, 0.25% active;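 active means mean growth activity at or below -80% and every replicate also at or below -80%; inconclusive means mean at or below -80% but some replicate above -80%; inactive means mean growth activity above -80%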;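 further: 0% = DMSO wells and -100% = levofloxacin 16 µg/mL wells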
T cruzi growth = inhibitors of T. cruzi proliferation; inhibition, % at 8.34 µM; 77,000 tested, 5.9% active; T. cruzi beta-gal in NIH3T3, GalScreen luminescence, 90 h; AID 624255;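 active means mean inhibition above about 93%, with at least 55% of replicates each passing it, limit read from the data, passing the limit was not always enough; inconclusive means only one of those two conditions holds; inactive means neither condition holds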
* marks the source's active call; other numbers are inactive results. This is a random part of the collection; 6.8% or so of the library scored in one or more.

What do the screens show for `CCC(=O)Nc1ccc2c(c1)OC[C@H](C)N(Cc1ccccc1F)C[C@@H](C)[C@H](OC)CN(C)C2=O`?
GASC1 inh: 3.9; C diff HTS: -2; T cruzi growth: 47

How did CC(C)NC(=O)N(C)C[C@@H]1Oc2ncc(C#CC3CCCCC3)cc2C(=O)N([C@@H](C)CO)C[C@H]1C do in these assays?
Pf Dd2 inh: -6; GASC1 inh: 0.3; C diff HTS: -10; T cruzi growth: 42

What do the screens show for `O=C(c1ccncc1)N1C[C@@H]2[C@H](c3ccccc31)[C@H](CO)N2C(=O)c1ccncc1`?
Pf Dd2 inh: 16; GASC1 inh: -1.0; C diff HTS: -3; T cruzi growth: 29

What do the screens show for `C[C@@H]1CN([C@@H](C)CO)C(=O)c2c(c3ccccc3n2C)-c2ccccc2CO[C@@H]1CN(C)C(=O)[C@H]1CCCN1C`?
Pf Dd2 inh: -29; GASC1 inh: -0.8; C diff HTS: -3; T cruzi growth: 9

How did COc1ccc(S(=O)(=O)N(C)C[C@@H]2Oc3c(NC(=O)Nc4ccc(F)cc4)cccc3C(=O)N([C@H](C)CO)C[C@@H]2C)cc1 do in these assays?
Pf Dd2 inh: -12; GASC1 inh: -1.8; C diff HTS: 10; T cruzi growth: 19

What do the screens show for `CCCC#Cc1cnc2c(c1)C(=O)N([C@@H](C)CO)C[C@H](C)[C@@H](CN(C)C(=O)Nc1ccccc1OC)O2`?
Pf Dd2 inh: -78; GASC1 inh: 1.8; C diff HTS: -6; T cruzi growth: 21

Results for CN1CCN(C(=O)C[C@@H]2CC[C@@H]3[C@H](COC[C@H](O)CN3Cc3cccc(Cl)c3)O2)CC1 ?
Pf Dd2 inh: -1; GASC1 inh: -1.1; T cruzi growth: -30

What do the screens show for `COc1ccc(C#Cc2ccc([C@H]3[C@H]4CN(C(=O)Nc5ccccc5)CCCCN4[C@H]3CO)cc2)cc1`?
Pf Dd2 inh: -77; GASC1 inh: -0.6; C diff HTS: -2; T cruzi growth: 119*

What do the screens show for `CO[C@@H]1CN(C)C(=O)c2cc(NC(C)=O)ccc2OC[C@@H](C)N(C(=O)c2cnccn2)C[C@H]1C`?
Pf Dd2 inh: -15; GASC1 inh: 2.2; T cruzi growth: 54

What do the screens show for `CCCNC(=O)C[C@@H]1C[C@H]2c3cc(NS(=O)(=O)c4ccccc4)ccc3O[C@H]2[C@H](CO)O1`?
Pf Dd2 inh: -2; GASC1 inh: 5.3; C diff HTS: 0; T cruzi growth: -11

Reprinted at random: 5 entries already listed
What do the screens show for `CCCNC(=O)C[C@@H]1C[C@H]2c3cc(NS(=O)(=O)c4ccccc4)ccc3O[C@H]2[C@H](CO)O1`?
Pf Dd2 inh: -2; GASC1 inh: 5.3; C diff HTS: 0; T cruzi growth: -11

Results for CN1CCN(C(=O)C[C@@H]2CC[C@@H]3[C@H](COC[C@H](O)CN3Cc3cccc(Cl)c3)O2)CC1 ?
Pf Dd2 inh: -1; GASC1 inh: -1.1; T cruzi growth: -30

What do the screens show for `CCC(=O)Nc1ccc2c(c1)OC[C@H](C)N(Cc1ccccc1F)C[C@@H](C)[C@H](OC)CN(C)C2=O`?
GASC1 inh: 3.9; C diff HTS: -2; T cruzi growth: 47

What do the screens show for `CCCC#Cc1cnc2c(c1)C(=O)N([C@@H](C)CO)C[C@H](C)[C@@H](CN(C)C(=O)Nc1ccccc1OC)O2`?
Pf Dd2 inh: -78; GASC1 inh: 1.8; C diff HTS: -6; T cruzi growth: 21

How did COc1ccc(S(=O)(=O)N(C)C[C@@H]2Oc3c(NC(=O)Nc4ccc(F)cc4)cccc3C(=O)N([C@H](C)CO)C[C@@H]2C)cc1 do in these assays?
Pf Dd2 inh: -12; GASC1 inh: -1.8; C diff HTS: 10; T cruzi growth: 19

Further compounds follow:
Results for Cc1noc(C)c1NC(=O)NCC[C@H]1CC[C@H](NC(=O)Cc2cccnc2)[C@@H](CO)O1 ?
Pf Dd2 inh: 4; GASC1 inh: 1.8; C diff HTS: 2; T cruzi growth: -12

What do the screens show for `CCCC(=O)Nc1ccc2c(c1)OC[C@@H](C)N(C(=O)c1cccnc1)C[C@@H](C)[C@H](OC)CN(C)C2=O`?
Pf Dd2 inh: 13; GASC1 inh: 4.3; T cruzi growth: 4

How did CC(C)CC#Cc1ccc([C@@H]2[C@@H](CO)N3C(=O)CN(S(=O)(=O)c4cccc(F)c4)C[C@H]23)cc1 do in these assays?
Pf Dd2 inh: -8; GASC1 inh: -0.6; C diff HTS: 21

How did CNC[C@@H]1OCCCC[C@@H](C)Oc2ccc(NC(=O)Nc3cccc4ccccc34)cc2C(=O)N([C@@H](C)CO)C[C@H]1C do in these assays?
Pf Dd2 inh: -5; GASC1 inh: -1.3; C diff HTS: 1; T cruzi growth: 45

How did CC(C)CC#Cc1cnc2c(c1)C(=O)N([C@@H](C)CO)C[C@@H](C)[C@H](CN(C)C(=O)c1cnccn1)O2 do in these assays?
Pf Dd2 inh: 8; GASC1 inh: -2.1; C diff HTS: -5; T cruzi growth: 28

Results for CCCNC(=O)N(C)C[C@H]1Oc2cc(C#C[C@H](C)O)ccc2S(=O)(=O)N([C@H](C)CO)C[C@@H]1C ?
Pf Dd2 inh: 18; GASC1 inh: 2.2; C diff HTS: -2; T cruzi growth: -20

What do the screens show for `C[C@@H]1CN([C@@H](C)CO)C(=O)c2cc(NC(=O)C3CC3)ccc2O[C@@H]1CN(C)S(=O)(=O)c1ccc(Cl)cc1`?
Pf Dd2 inh: 14; GASC1 inh: -0.4; C diff HTS: -3; T cruzi growth: 37

Results for CN1c2ccc(Br)cc2[C@@H]2[C@@H](CCN2S(=O)(=O)c2cccc(F)c2)[C@H]1CO ?
Pf Dd2 inh: 29; GASC1 inh: 0.2; C diff HTS: -3; T cruzi growth: inconclusive

How did CCNC(=O)C[C@H]1CC[C@H]2[C@H](COc3ccc(NC(=O)C4CCOCC4)cc3C(=O)N2C)O1 do in these assays?
Pf Dd2 inh: 4; GASC1 inh: 0.0; C diff HTS: -4; T cruzi growth: -4

Results for Cc1ccc(-c2cnc3c(c2)C(=O)N([C@@H](C)CO)C[C@H](C)[C@@H](CN(C)Cc2ccccc2C(=O)O)O3)cc1 ?
Pf Dd2 inh: 29; GASC1 inh: -2.0; C diff HTS: -4; T cruzi growth: -6

How did C[C@H]1CN([C@@H](C)CO)C(=O)c2cccc(NC(=O)Nc3ccc(C(F)(F)F)cc3)c2O[C@H]1CN(C)S(C)(=O)=O do in these assays?
Pf Dd2 inh: 15; GASC1 inh: -0.1; C diff HTS: 8

What do the screens show for `Cc1noc(C)c1NC(=O)Nc1ccc2c(c1)C(=O)N([C@H](C)CO)C[C@@H](C)[C@H](CN(C)Cc1ccc(C(F)(F)F)cc1)O2`?
Pf Dd2 inh: 3; GASC1 inh: 6.6; C diff HTS: 0; T cruzi growth: -19

What do the screens show for `C[C@H](CO)N1C[C@H](C)[C@@H](CN(C)Cc2ccccc2)Oc2c(NC(=O)c3ccncc3)cccc2C1=O`?
Pf Dd2 inh: -28; GASC1 inh: 0.1; C diff HTS: -2; T cruzi growth: 65

What do the screens show for `C[C@H]1CN([C@@H](C)CO)C(=O)Cc2cc(NC(=O)CCN3CCOCC3)ccc2O[C@H]1CN(C)CC1CC1`?
Pf Dd2 inh: -36; GASC1 inh: -0.1; C diff HTS: -1; T cruzi growth: -16

What do the screens show for `CC(C)NC(=O)N(C)C[C@H]1Oc2cc(C3=CCCC3)ccc2S(=O)(=O)N([C@H](C)CO)C[C@@H]1C`?
Pf Dd2 inh: -13; GASC1 inh: -2.2; C diff HTS: 4; T cruzi growth: 41

What do the screens show for `COc1cccc(C#Cc2ccc([C@@H]3[C@@H](CO)N4C(=O)CN(C(C)=O)C[C@H]34)cc2)c1`?
Pf Dd2 inh: 12; GASC1 inh: -1.5; C diff HTS: -8

Results for C[C@H](CO)N1C[C@H](C)[C@@H](CN(C)Cc2ccc(Cl)c(Cl)c2)Oc2ccc(NC(=O)NC3CCCCC3)cc2C1=O ?
Pf Dd2 inh: 9; GASC1 inh: -0.5; C diff HTS: 4; T cruzi growth: 7

How did Cn1cnc(S(=O)(=O)N2CCCCN3[C@H](CO)[C@H](c4ccc(C#CC5CC5)cc4)[C@@H]3C2)c1 do in these assays?
Pf Dd2 inh: 7; C diff HTS: -12; T cruzi growth: 18

What do the screens show for `COc1ccc(S(=O)(=O)N(C)C[C@H]2Oc3ccc(N(C)C)cc3C(=O)N([C@@H](C)CO)C[C@H]2C)cc1`?
Pf Dd2 inh: -3; GASC1 inh: 1.4; C diff HTS: 0; T cruzi growth: 51

Results for C[C@H]1CN([C@@H](C)CO)S(=O)(=O)c2ccc(C#CC3CC3)cc2O[C@H]1CN(C)Cc1ccc(F)cc1 ?
Pf Dd2 inh: -63; GASC1 inh: 2.2; C diff HTS: 10

What do the screens show for `CC(C)NC(=O)N(C)C[C@@H]1Oc2ccc(NS(=O)(=O)c3cccs3)cc2C(=O)N([C@@H](C)CO)C[C@@H]1C`?
Pf Dd2 inh: 36; GASC1 inh: -1.0; T cruzi growth: 2

Results for CO[C@H]1CN(C)C(=O)c2ccc(NC(=O)Cc3ccccc3)cc2OC[C@H](C)N(C(C)=O)C[C@@H]1C ?
Pf Dd2 inh: 12; GASC1 inh: 0.6; T cruzi growth: 4

How did C[C@@H]1CN([C@H](C)CO)C(=O)Cc2cc(NC(=O)c3ccncc3)ccc2O[C@H]1CN(C)S(=O)(=O)c1ccccc1 do in these assays?
Pf Dd2 inh: -1; GASC1 inh: -0.7; C diff HTS: 0

How did C[C@@H]1CN([C@@H](C)CO)S(=O)(=O)c2ccc(C3=CCCC3)cc2O[C@@H]1CN(C)Cc1cccc(C(=O)O)c1 do in these assays?
Pf Dd2 inh: 22; GASC1 inh: -0.8; C diff HTS: 0; T cruzi growth: -13

Results for CNC[C@@H]1Oc2c(NC(=O)C3CCCCC3)cccc2C(=O)N([C@@H](C)CO)C[C@H]1C ?
Pf Dd2 inh: -2; GASC1 inh: 0.7; C diff HTS: 6; T cruzi growth: -11

Results for COc1ccc(NC(=O)N(C)C[C@@H]2OCCCC[C@H](C)Oc3ccc(NS(=O)(=O)c4ccccc4)cc3C(=O)N([C@H](C)CO)C[C@H]2C)cc1 ?
Pf Dd2 inh: -33; GASC1 inh: 1.0; C diff HTS: 3; T cruzi growth: 73

What do the screens show for `CC(C)NC(=O)N(C)C[C@H]1Oc2ccc(N(C)C)cc2C(=O)N([C@@H](C)CO)C[C@H]1C`?
Pf Dd2 inh: -7; GASC1 inh: 14; C diff HTS: -7; T cruzi growth: -1

What do the screens show for `O=C(C1CCC1)N1CCCCN2[C@H](CO)[C@H](c3ccc(-c4cccc(F)c4)cc3)[C@H]2C1`?
Pf Dd2 inh: -13; C diff HTS: -9; T cruzi growth: 94

Results for CO[C@H]1CN(C)C(=O)c2ccc(NS(C)(=O)=O)cc2OC[C@H](C)N(Cc2cncnc2)C[C@@H]1C ?
Pf Dd2 inh: 70; GASC1 inh: -1.0; C diff HTS: -3

Results for COc1ccc(S(=O)(=O)N(C)C[C@@H]2OCCCC[C@@H](C)Oc3ccc(NS(=O)(=O)c4ccccc4)cc3C(=O)N([C@H](C)CO)C[C@H]2C)cc1 ?
GASC1 inh: 6.7; C diff HTS: -14; T cruzi growth: 106*

Results for COCC(=O)N(C)C[C@@H]1Oc2cc(-c3cccc(F)c3)ccc2S(=O)(=O)N([C@H](C)CO)C[C@H]1C ?
Pf Dd2 inh: 10; GASC1 inh: -1.4; C diff HTS: -1; T cruzi growth: -12

Results for COc1ccc(NC(=O)N(C)C[C@H]2OCc3cnnn3CCCC(=O)N([C@@H](C)CO)C[C@H]2C)c(OC)c1 ?
Pf Dd2 inh: -2; C diff HTS: -6; T cruzi growth: -5

How did COc1ccc(NC(=O)Nc2ccc3c(c2)C(=O)N([C@H](C)CO)C[C@@H](C)[C@@H](CN(C)C(=O)CCCN(C)C)OCCCC[C@@H](C)O3)cc1 do in these assays?
Pf Dd2 inh: 34; GASC1 inh: 1.9; C diff HTS: 1; T cruzi growth: -14

How did O=C(C[C@H]1C=C[C@H](NS(=O)(=O)c2ccc(F)cc2)[C@@H](CO)O1)NCCN1CCCCC1 do in these assays?
Pf Dd2 inh: -1; GASC1 inh: 0.6; C diff HTS: -1; T cruzi growth: 3

Results for COCC(=O)N1[C@@H](CO)[C@@H](c2ccccc2)C12CN(C(=O)c1cccnc1)C2 ?
Pf Dd2 inh: 4; GASC1 inh: -0.3; C diff HTS: -7

What do the screens show for `C[C@H]1CN([C@@H](C)CO)C(=O)c2cc(-c3ccc(F)cc3)cnc2O[C@@H]1CN(C)C(=O)c1ccc(F)cc1`?
GASC1 inh: 1.4; C diff HTS: -1; T cruzi growth: 20

Results for C[C@@H]1CN([C@H](C)CO)S(=O)(=O)c2ccc(-c3ccc(F)cc3)cc2O[C@H]1CN(C)S(C)(=O)=O ?
Pf Dd2 inh: -1; GASC1 inh: -1.1; C diff HTS: 2

How did C[C@@H]1CN([C@H](C)CO)C(=O)c2cccc(NC(=O)c3ccncc3)c2O[C@H]1CN(C)Cc1ccccc1 do in these assays?
Pf Dd2 inh: 6; GASC1 inh: -0.7; C diff HTS: -1; T cruzi growth: 71

Screening data from PubChem BioAssay.
